Screening results: PubChem, several laboratories
Arrestin-AP2 inh – inhibitors of human beta-arrestin and AP2 interaction; inhibition, % at 10 µM; 340,000 compounds, 0.31% hits; FITC-arrestin peptide / GST-AP2 beads, flow cytometry; AP2 beta2 appendage carries R879A mutation;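 active = inhibition above a set limit, near 3 SD of compounds lacking own fluorescence, cut at about 54% in these data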;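 also: plate controls were DMSO wells for no effect and 5 µM unlabelled arrestin peptide for full effect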
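System: GST-AP2 R879A glutathione beads | Also added: FITC-arrestin peptide, 50 nM | Times: 12 min plus 1 h, RT | Signal: Bead flow cytometry, FITC channel | Buffer or medium: PBS with 0.05% Tween 20 and 0.1% BSA | Read-out basis: Percent drop in bead-associated FITC signal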
MITF act – MITF TRPM1 promoter activation in melanoma cells; SK-MEL-5 TRPM1-promoter luciferase, 24 h; % of positive control, neutral wells = 0; activation, % at 12.5 µM; 300,000 compounds, 0.75% hits; AID 588334;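 active = mean activation of at least 80% with every replicate also reaching 80%; inconclusive = mean reaches 80% but some replicate falls short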;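 also: 0% = neutral control wells and 100% = parthenolide positive control wells; values of inactives mirror those of a sister screen read the other way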
DSG3 Ab inh – blocks pemphigus antibody binding to human desmoglein-3; P32926; DSG3-coupled beads, scFv-anti-DSG3-GFP binding, flow cytometry; hits give low values; binding (percent of control), % at 10 µM; 310,000 compounds, 0.48% hits;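 active = binding more than 3 SD below its plate's average and above zero; inconclusive = below that plate limit but binding exactly zero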;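 also: hits lower antibody fragment binding to DSG3; some compounds called inactive have numbers as strong as hits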
dFosB activator – mouse delta FosB homodimer activation. purified delta FosB, TAMRA-CDK5 oligo fluorescence polarization; percent of positive-control signal above neutral wells. AID 493131. P13346. 340,000 compounds, 0.99% hits. activation, % at 25 µM;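 active = mean activation above about 17%, with every replicate also reaching it, limit read from the data, passing the limit was not always enough; inconclusive = only one of the two conditions met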;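 also: fluorescence polarization rise as delta FosB binds a TAMRA Cdk5 AP-1 oligo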
Mot1-301 SUMO – inhibitors of SUMOylation pathway: yeast Mot1-301 growth rescue; S. cerevisiae Mot1-301 growth rescue, ATP luminescence, 38.5C; percent above DMSO median, 100 means doubled; growth rescue, % at 18.8 µM; 320,000 compounds, 1% hits;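 active = every valid replicate shows activation above 250% relative to neutral control wells; inactive = the rest, any valid replicate at or below 250%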;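 also: OY570 slx delta 5 strain wells were the positive control but not used for scaling; some compounds called inactive have numbers as strong as hits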
SR-BI DiI inh – blocks mouse SR-BI lipid uptake from DiI-HDL | Q61009 | ldlA[mSR-BI] CHO cells, DiI-HDL uptake fluorescence, 3 h | inhibition, % at 12.5 µM | 320,000 compounds, 0.96% hits;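 active = mean replicate inhibition of at least 70% and a set share of replicates each scoring 70 or more; inconclusive = meets just one of the two criteria; inactive = fails both criteria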;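 also: 0% = median of neutral control wells and 100% = median of positive control wells; values of inactives mirror those of a sister screen read the other way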
NSD2 HMT inh – blocks human histone methyltransferase NSD2; inhibition, % at 12.5 µM; 310,000 compounds, 0.54% hits; AID 743445; NSD2 peptide methylation, AlphaScreen, 120 min; O96028; in the data active = inhibition above about 50%
Target sequence (O96028 whole entry, looked up): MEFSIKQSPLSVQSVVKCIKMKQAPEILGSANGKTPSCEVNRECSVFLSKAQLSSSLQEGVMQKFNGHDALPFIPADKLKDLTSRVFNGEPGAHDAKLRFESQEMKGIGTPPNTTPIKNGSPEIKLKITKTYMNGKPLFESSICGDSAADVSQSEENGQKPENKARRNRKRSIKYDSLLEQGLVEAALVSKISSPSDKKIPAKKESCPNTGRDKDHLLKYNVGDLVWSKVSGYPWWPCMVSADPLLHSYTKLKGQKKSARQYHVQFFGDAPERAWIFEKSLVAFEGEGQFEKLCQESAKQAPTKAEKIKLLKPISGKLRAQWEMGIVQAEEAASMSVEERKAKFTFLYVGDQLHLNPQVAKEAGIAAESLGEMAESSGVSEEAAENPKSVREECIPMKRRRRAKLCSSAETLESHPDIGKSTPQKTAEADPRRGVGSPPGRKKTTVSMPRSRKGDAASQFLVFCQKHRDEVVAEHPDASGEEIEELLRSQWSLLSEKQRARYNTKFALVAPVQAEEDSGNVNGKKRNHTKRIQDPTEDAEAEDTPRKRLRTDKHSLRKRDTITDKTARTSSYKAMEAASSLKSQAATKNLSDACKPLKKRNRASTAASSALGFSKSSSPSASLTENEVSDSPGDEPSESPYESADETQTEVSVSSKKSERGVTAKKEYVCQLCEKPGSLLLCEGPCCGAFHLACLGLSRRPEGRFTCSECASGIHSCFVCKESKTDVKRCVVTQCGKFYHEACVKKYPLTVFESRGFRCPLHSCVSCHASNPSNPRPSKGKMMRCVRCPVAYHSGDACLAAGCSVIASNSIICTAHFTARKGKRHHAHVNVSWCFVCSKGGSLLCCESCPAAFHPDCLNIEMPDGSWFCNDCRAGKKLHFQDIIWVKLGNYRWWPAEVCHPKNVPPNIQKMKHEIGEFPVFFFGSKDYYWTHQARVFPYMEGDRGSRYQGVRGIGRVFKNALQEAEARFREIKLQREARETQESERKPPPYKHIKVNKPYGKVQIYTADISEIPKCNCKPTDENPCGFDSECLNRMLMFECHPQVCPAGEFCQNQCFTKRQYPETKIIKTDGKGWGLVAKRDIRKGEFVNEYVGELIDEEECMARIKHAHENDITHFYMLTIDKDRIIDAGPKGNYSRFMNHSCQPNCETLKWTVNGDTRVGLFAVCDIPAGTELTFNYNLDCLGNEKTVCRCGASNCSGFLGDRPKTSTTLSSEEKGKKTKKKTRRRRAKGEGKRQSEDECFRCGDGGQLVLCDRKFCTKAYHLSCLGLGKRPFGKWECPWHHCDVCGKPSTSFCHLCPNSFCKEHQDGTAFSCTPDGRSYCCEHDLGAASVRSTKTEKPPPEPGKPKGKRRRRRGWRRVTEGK
PKA-R1A activ – PKA-R1A complex activation; 340,000 compounds, 0.083% hits; PKA-R1A dissociation, Cy5-IP20 fluorescence polarization; scaled: DMSO 0%, 113 µM cGMP 100%; P00514+P68181; AID 504707; activation, % at 11.4 µM;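 active = percent activation above the mean of all tested compounds plus 3 SD, cut at about 19% in these data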;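 also: higher means more PKAc released from R1A so a rise in polarization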
CDK5 inh – inhibitors of human CDK5/p35 kinase; Q00535+Q15078; Recombinant CDK5/p35, ADP-Glo luminescence, 60 min; inhibition, % at 10 µM; 330,000 compounds, 0.01% hits;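 active = highest replicate inhibition of at least 50% and at least 75% of replicates reaching 50%; inconclusive = only one of the two criteria met; inactive = both criteria failed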;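 also: plate controls were DMSO neutral control for no effect and GW8510 at 10 µM for full effect; many of its hits are not listed in these tables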
SR-BI uptake up – enhances SR-BI lipid uptake from DiI-HDL | activation, % at 12.5 µM | AID 504775 | 320,000 compounds, 0.096% hits | CHO ldlA[mSR-BI] cells, DiI-HDL uptake fluorescence, 3 h; 100 = double the neutral-control signal;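 active = mean replicate activation of at least 60% and every replicate at or above 60%; inconclusive = mean or all-replicate condition met, but not both; inactive = mean below 60% and not all replicates reaching 60%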;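 also: 0% = median plate neutral-control signal and 100% = twice that signal; values of inactives mirror those of a sister screen read the other way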
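Test system: SR-BI-overexpressing, LDLR-lacking CHO cells. Measured by: DiI fluorescence, bottom read. Medium: Ham's F12 with 0.5% BSA, HEPES 25 mM, pH 7.4. Timing: 3 h uptake period with compound, 37 °C.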
PKA-R2B act – PKA-R2B complex activation; 340,000 compounds, 0.079% hits; activation, % at 11.4 µM; PKA-R2B holoenzyme dissociation, Cy5-IP20 fluorescence polarization; R2B truncated from residue 108, S112A mutant; 0% DMSO only, 100% 113 µM cGMP; P22694+P31323;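 active = activation above a cutoff set at the mean over all compounds plus 3 SD, cut at about 18% in these data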;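 also: higher means more holoenzyme dissociation and a rise in polarization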
Active calls of the source: *; ? = inconclusive; / = no result given. Hits appear at their usual frequency; 4.7% or so of the library scored in one or more.

SMILES	Arrestin-AP2 inh	MITF act	DSG3 Ab inh	dFosB activator	Mot1-301 SUMO	SR-BI DiI inh	NSD2 HMT inh	PKA-R1A activ	CDK5 inh	SR-BI uptake up	PKA-R2B act
Cc1ccc(C)c(NC(=O)CSc2nnc(CSc3nc(C)cc(C)n3)n2Cc2ccco2)c1	27	0	/	-3	/	44	12	-7	2.9	-44	-6
CC(=O)Nc1c(O)nc(SCC(=O)Nc2cccc(C)c2)[nH]c1=O	-4	3	110	-8	-8	-8	-1	5	-0.5	8	3
COc1ccc(CC(=O)NC(C)c2nnc(SCCC(=O)Nc3ccccc3)n2C)cc1 (configuration not stated)	11	1	98	-9	-14	6	/	6	1.6	-6	0
CCOC(=O)c1sc(N)c(C#N)c1CSc1nnc(C2CCCCC2)n1N	2	/	97	-3	-11	9	24	-6	-0.1	-9	0
FC(F)(F)c1ccc(N/N=C/c2cccnc2)nc1	31	54	105	-4	-17	-9	116*	2	8.3	9	-6
COc1ccc(NC(=O)CSc2c3c(nc4cc(Cl)ccc24)CCCC3)cc1OC	-4	-17	101	-9	313	58	0	2	-1.3	-58	12
CCn1c(=O)c(C(=O)NCc2ccc(OC)cc2)c(O)c2ccccc21	41	-6	107	-12	6	-5	1	11	-0.5	5	3
COC(=O)N1C/C=C\C(c2ccc(OC)cc2)N(Cc2ccc(F)cc2)C(=O)C1 (configuration not stated)	8	2	107	-9	-1	21	/	-7	-6.4	-21	-2
c1ccc2c(CN3CCSCC3)cccc2c1	-2	-2	87	-7	209	-14	-1	2	0.1	14	-1
CCCCn1c(N)c(N(CC)C(=O)c2cnc(C)cn2)c(=O)[nH]c1=O	6	4	97	-1	-4	-1	12	-9	-0.4	1	-6
c1ccc(CNCC2COc3ccccc3O2)cc1 (configuration not stated)	14	35	98	-2	5	-25	-12	-6	0.4	25	-7
Cc1cccc(NC(=O)CNC(=O)CSc2nnc(C(F)(F)F)n2C)c1C	-10	-8	101	-8	-6	-19	0	-2	0.9	19	-12
O=C(NCCN1CCc2ccccc2C1)Nc1ccc([N+](=O)[O-])cc1	35	-12	104	9	-2	/	1	-8	0.0	/	-7
CCC(C)NC(=S)NNC(=O)c1ccncc1 (configuration not stated)	18	1	100	-7	93	-15	-2	6	-0.6	15	7
Cc1cc(NC(=O)c2ccc3c(c2)OCCO3)no1	0	-14	94	-5	-6	-3	1	15	0.8	3	-5
CCn1c(N2CCN(C(=O)NC3CCCCC3)CC2)nc2ccccc21	3	/	104	-5	141	46	/	0	0.6	-46	-12
COC(=O)c1ccc[n+](CCc2c[nH]c3ccccc23)c1	-1	/	96	-6	26	5	/	-5	1.3	-5	3
CS(=O)(=O)N1CCC(C(=O)Nc2cccc([N+](=O)[O-])c2)CC1	-2	12	100	7	2	-2	-1	1	-1.4	2	-2
O=C1NC(c2ccc(Cl)cc2)Nc2ccccc21 (configuration not stated)	17	-10	97	-6	/	-28	0	0	-2.6	28	4
CCc1ccc(C(=O)NNc2cc(Cl)cc(Cl)c2)cc1	-3	6	103	-9	112	10	22	-2	1.8	-10	-6
Cc1sc2c(c1C)C(=O)NC(c1ccccc1F)N2 (configuration not stated)	3	33	107	-10	261	7	3	-9	-0.2	-7	-2
C=C(C)c1cccc(C(C)(C)NC(=O)N2CCN(c3ccccc3OC)CC2)c1	16	-14	97	-10	-16	36	-3	-16	0.9	-36	7
Cn1c(=O)[nH]c(=O)c2c1nc(Br)n2CCCO	26	8	105	-11	148	12	22	8	0.8	19	2
COc1ccc(NC(=S)N2CCC(N(C)CCN3CCOCC3)CC2)cc1	46	9	100	-2	52	-3	1	3	0.8	3	1
COc1ccc(S(=O)(=O)N2CCC(C(N)=O)(N3CCCCC3)CC2)cc1OC	2	-4	97	-9	4	0	-3	-2	-0.9	0	1
Cc1cccc(NC(=O)CN(C)CC(=O)NC(c2ccccc2)c2ccccc2)c1C	1	4	/	-14	-10	20	2	-5	-0.5	-20	-4
COc1ccccc1/C=C/C(=O)OCc1nc2ccccc2c(=O)[nH]1	-1	-5	99	-4	0	-1	-6	5	-0.4	1	-5
CC1(C)CC(=O)C2=C(C1)N(c1ccc(F)cc1)C(=O)CC2c1cccnc1 (configuration not stated)	-4	14	100	6	4	-16	/	2	-0.5	16	-5
Cc1ccc2nc(NC(=O)CCn3c(=O)sc4ccccc43)sc2c1	-11	2	99	-2	44	-5	/	-8	-2.0	5	-5
CC(=O)N/C(N)=N/c1nc2cc([N+](=O)[O-])ccc2o1	-15	/	/	-4	-3	/	0	-10	2.3	/	1
COc1cc2c(cc1OC)C(C)N(C(=O)c1cc3ccccc3o1)CC2 (configuration not stated)	2	-24	105	?	10	-11	8	-9	-0.4	11	-4
CCOC(=O)NS(=O)(=O)c1ccc(CCNC(=O)c2cc(C)on2)cc1	6	5	115	-8	9	-19	-2	13	0.3	19	-14
COc1ccc(NC(=O)N(C)C[C@@H]2Oc3c(NC(=O)Nc4c(C)noc4C)cccc3C(=O)N([C@@H](C)CO)C[C@@H]2C)cc1	1	0	107	-9	-5	-2	/	2	0.1	2	1
O=C(NCC1CCCO1)c1ccc(Br)s1 (configuration not stated)	-8	9	108	-2	8	-10	-2	1	-0.7	10	-3
COc1ccc(/C=C/C(=O)NCC(=O)N2CCC(N(C)CCN3CCOCC3)CC2)cc1OC	-3	15	84	2	-1	11	-2	4	1.2	-11	-5
CCOC(=O)N1CCC(NC(=O)c2cc(S(=O)(=O)N3CCCCC3)ccc2F)CC1	14	12	106	-5	99	4	-2	-3	1.4	-4	13
O=C(Nc1ccc2c(c1)OCO2)c1ccc([N+](=O)[O-])cc1[N+](=O)[O-]	-2	-3	111	-1	12	/	8	1	-1.2	/	-6
Cc1[nH]c2ccccc2c1SCc1nnc(SCc2ccc(Cl)cc2)n1C	-1	3	99	-9	-6	51	1	0	0.8	-51	-9
O=C1C=C(c2cccc3c2oc2ccccc23)CCC1	-1	4	104	1	12	26	/	-5	1.6	-26	-3
NC(=S)NN=C1CCSCC1	-1	-3	98	-7	/	12	-1	-2	-0.5	-12	-8
CCc1ccc(NC(=O)CCNC(=O)Cn2cnc3ccccc3c2=O)cc1	0	5	/	-4	-10	-18	-2	3	1.1	18	2
CN(C)/C=N/c1ncc(C(=O)c2ccccc2)s1	0	/	87	-1	/	-24	0	-6	-2.4	24	4
Cn1cc(C(=O)C(=O)N2CCCC2)c2ccccc21	15	/	110	0	-10	-3	1	-3	-0.2	3	-9
Cc1ccccc1C(=O)NNC(=S)Nc1cccc(C(F)(F)F)c1	18	-11	79	-9	405*	5	-12	-14	2.7	-5	-7
Cc1nnc(SCC(=O)NCC(=O)Nc2ccc(F)c(F)c2F)n1N	-13	14	116	-3	-17	-18	-3	1	-0.6	18	3
Cc1sc2nc(CN(C(=O)c3cccs3)C3CCCC3)[nH]c(=O)c2c1C	-4	1	90	-17	-2	3	-1	0	-1.1	-3	1
CCc1ccc(NCCC(=O)c2ccc(Br)cc2)cc1	29	9	104	0	6	-27	0	-12	0.0	27	-4
CSc1nc2cc(C)nn2c(-c2ccccc2Cl)c1C#N	-11	/	/	0	-15	/	-2	11	-0.7	/	-1
Cc1ccc2c(C(=O)CN3CCCC(C)C3)c(C)[nH]c2c1 (configuration not stated)	1	-15	99	-7	-11	14	0	0	0.1	-14	0
Cc1ccc(S(=O)(=O)NN=C2CC3CCC2(C)C3(C)C)cc1 (configuration not stated)	-4	-5	95	-2	/	7	4	0	-0.3	-7	12
O=C(Nc1ccccc1C(F)(F)F)c1cc2ccccc2o1	22	56	112	13	408	-18	-3	4	0.7	18	-1
O=C(CN1C(=O)c2cccnc2Oc2ccc(Cl)cc21)NC1CCCCC1	-4	-1	106	-8	-13	-6	/	-11	0.5	6	-6
CN(C)c1cccc(C(=O)OCC(=O)Nc2ccccc2Cl)c1	8	21	95	2	-13	-5	0	0	-0.2	5	-3
COc1ccc(NC(c2ccccc2)c2ccncc2)cc1 (configuration not stated)	-5	7	95	8	-15	-6	5	1	-1.5	6	1
O=C(NCCCc1ccccc1)c1cccc(Br)c1	-2	25	99	-6	7	-21	-1	-3	1.1	21	-2
CCn1c(/C=C\c2ccccc2C)nc2ccccc2c1=O	0	15	85	-17	-9	46	-4	-20	1.2	-46	0
O=C(O)COc1ccccc1/C=N/NC(=O)CNC(=O)c1ccc(F)cc1	-14	1	96	-10	-11	/	/	-8	1.9	/	5
O=C(O)C1CC(=O)N(c2ccc(OCc3ccc(Br)cc3)cc2)C1 (configuration not stated)	15	9	98	-8	2	-14	33	-2	1.6	14	-1
Cc1ccc(CS(=O)Cc2ccc(C(=O)NC3CCCCCC3)o2)cc1 (configuration not stated)	10	-2	109	-17	-7	4	-3	-5	-1.2	-4	2
Cc1cc(=O)n2nc(N3CCC(C(=O)NCc4ccc(Cl)cc4)CC3)sc2n1	-17	-10	/	-5	-13	25	0	-6	0.7	-25	4
(next part)
SMILES	Arrestin-AP2 inh	MITF act	DSG3 Ab inh	dFosB activator	Mot1-301 SUMO	SR-BI DiI inh	NSD2 HMT inh	PKA-R1A activ	CDK5 inh	SR-BI uptake up	PKA-R2B act
CCOC(=O)N1CCN(c2c(N3CCC(N4CCCCC4)CC3)c(=O)c2=O)CC1	2	11	101	-12	2	-14	/	-9	-4.4	14	-1
CCN(CC)CCNC(=O)Cn1cnc2sc(C)c(S(=O)(=O)N3CCOCC3)c2c1=O	9	15	/	-8	-9	-9	4	2	-0.2	9	-1
O=C(CSc1nnc(CSc2nc3ccccc3s2)o1)NC1CCCCC1	10	-8	95	-12	-9	18	1	-2	0.3	-18	-6
Cc1cc(OCCCCCNCCO)ccc1Cl	6	10	106	-2	-4	-23	6	-4	-0.6	23	1
COC(=O)[C@@H](Cc1ccccc1)NC(=O)NCCc1ccccc1	-5	2	101	3	-5	6	1	-12	0.9	-6	-4
